LDHA inh: LDHA (human) enzyme inhibition; P00338; purified LDHA, NADH/diaphorase-resazurin fluorescence; hits give low values; activity change, % (values are at about 110 or 230 µM); hit rate 0.15% among 480,000; AID 1347041; in the data active = activity change below about -30%; inconclusive = mostly about -25% to -30%;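 note: plate controls were DMSO wells for no effect and wells without enzyme for full effect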
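Resorufin fluorescence (ex540/em590), read at 0 and 20 min after diaphorase/resazurin addition, reports the NADH left after a 5 min room-temperature reaction of 2 nM human LDH5 with 0.06 mM NADH and 0.2 mM pyruvate.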
Active calls of the source: *; ? = inconclusive.

SMILES	LDHA inh
CCCCNc1nc(NCc2ccccc2)nc2ccccc12	-3
CCOC(=O)NC(Nc1cccc(F)c1)(C(=O)OCC)C(F)(F)F (configuration not stated)	-6
COc1ccc(C(=O)COC(=O)Cc2c(F)cccc2Cl)cc1Br	1
C=CCNC(=O)NC(=O)CSc1nc(-c2ccccc2)c(-c2ccccc2)o1	-11
CC(O)CNc1nc2c(c(=O)n(C)c(=O)n2C)n1Cc1ccccc1Br (configuration not stated)	10
COc1ccc(NC(=O)C2CCCN(c3ccc4nncn4n3)C2)cc1Cl (configuration not stated)	-3
CCOC(=O)c1cnc2ccc(C(=O)OC)cc2c1Nc1ccc(OCC)cc1	-5
C=CCc1cc(CNC)cc(OC)c1OCC	3
Cc1ccc(CN(C(=O)c2ccc(-n3cnnn3)c(C)c2)C(C)C)o1	1
Cn1nc(CC(=O)NCc2ccccc2CN2CCOCC2)c2ccccc2c1=O	-3
CN(C)c1ccc(C(=O)NCC(=O)OC(C(=O)Nc2cc(C(F)(F)F)ccc2Cl)c2ccccc2)cc1 (configuration not stated)	5
CN(Cc1ccccc1)C(=O)[C@@H]1CCCN1C(=O)[C@@H]1CCCN1C(=O)c1cccs1	-4
CCOC(=O)C(NC(=O)Cc1cc(OC)c(OC)c(OC)c1)C(=O)OCC	3
Cc1ccccc1OCCCn1cnc2c1c(=O)n(C)c(=O)n2C	7
Cc1cccc2c1NC(=O)C2(O)c1c(C)[nH]c2ccccc12 (configuration not stated)	7
COc1ccc(COCC(O)Cn2nc(-c3cc(C)ccc3C)c3ccccc3c2=O)cc1 (configuration not stated)	7
CC1(C)CC(CNCc2ccco2)CCO1 (configuration not stated)	-13
Fc1ccc(CNCc2ccc(-c3ccccc3)o2)cc1	4
Cc1c(C)c2ccc(OCC(=O)Nc3nc4ccccc4[nH]3)cc2oc1=O	0
Cc1cccc(-c2cc(C(=O)NCC3CCCO3)c3ccccc3n2)c1 (configuration not stated)	2

Following part
SMILES	LDHA inh
O=C(NC1CCCCC1)C1c2ccccc2OCC(=O)N1Cc1ccccn1 (configuration not stated)	-4
COc1ccc(C(=O)Nc2ccc3oc(=O)ccc3c2)cc1	?
COc1cccc(C(=O)NCC(C)C)c1	3
Cc1ccc(C)c(/C=C/C(=O)c2ccc(O)cc2)c1	11
O=C(CN1CCCC(c2nc3ccccc3o2)C1)NCC(F)(F)F (configuration not stated)	-8
COc1ccc(C(=O)N2CCC(C(=O)N(C)Cc3ccc(C)cc3C)CC2)c2ccccc12	-12
O=S(=O)(Nc1ccc2cn[nH]c2c1)c1ccccc1C(F)(F)F	10
CN(C)CCCNC1CCCC1	7
Cc1ccc(-n2nc3cc(C)c(NC(=O)c4ccc(Br)o4)cc3n2)cc1	-1
CC(=O)Nc1ccc(CNCc2csc(C)n2)cc1	1
CC(C)c1ccc(-c2nnn(CCCn3c(=O)c4c(ncn4C)n(C)c3=O)n2)cc1	7
COC(=O)c1ccc(OC(=O)c2ccc(OC)cc2)cc1	-2
Cc1cc(C)c(OC(=O)c2cnc(C)cn2)c(C)c1	4
CCCC1CCC(C)CC1O (configuration not stated)	12
COc1cccc(C(C)NC(=O)Cc2ccccc2C)c1 (configuration not stated)	-7
C/C(=N\OC(=O)c1cc(-c2ccc(C)c(C)c2)nc2ccccc12)C(C)(C)C	6
Cc1cccc(/C=N/NC(=O)c2ccc(-c3ccccc3)cc2)c1	6
Cc1cc(SCC(=O)NCCC#N)nc2ccccc12	-19
CCCCOc1cccc(C(=O)Nc2ccc(OC)c3ncccc23)c1	44
COc1cccc(-c2ccc(-c3nc4ccccc4c(=O)[nH]3)o2)c1	-2

(list continues)
SMILES	LDHA inh
CC(NC(=O)Cc1cccs1)C1CCCO1 (configuration not stated)	12
CC(C)c1cccc(NC(=O)c2n[nH]c(=O)c3ccccc23)c1	9
O=C(CSc1ncc(-c2ccccc2)o1)NCC1CC1	-18
CCc1cccc(CC)c1NC(=O)COC(=O)c1ccc2ccccc2n1	-1
O=c1ccc(S(=O)(=O)N2CCCC2)cn1Cc1ncc(-c2ccc(F)cc2)o1	11
C[C@H](O)CNC(=O)C(=O)Nc1ccc(C(F)(F)F)nc1	8
CC(C)(C)C(=O)N1N=C(c2cccs2)CC1c1ccc2nccnc2c1 (configuration not stated)	-5
Cc1ccc(Nc2cc(C)nc3c(C)c(C)ccc23)cc1	11
CCCCNc1nc2c(c(=O)n(Cc3cccc(Br)c3)c(=O)n2C)n1C	7
O=S(=O)(Cc1coc(-c2ccccc2)n1)CC1CCCO1 (configuration not stated)	1
O=C(/C=C/c1ccc(-c2cccc(Cl)c2)o1)c1cc(Cl)ccc1Cl	-3
Cc1ccc(C(=O)NCc2sccc2C)cn1	10
Nc1cc(=O)[nH]c(SCc2cccc(Br)c2)n1	-1
Cc1cc(=O)oc(C)c1C(=O)OCC(=O)NCC1CCCO1 (configuration not stated)	1
Cc1cc2c(c(=O)n1Cc1ccccn1)C(c1ccco1)C(C#N)=C(N)O2 (configuration not stated)	4
O=C(CSc1nnc(-c2cccs2)n1C1CC1)N1CCN(c2ccc(F)cc2)CC1	-1
COc1ccc(OC)c(C(C)NC(=O)CCc2cccs2)c1 (configuration not stated)	6
Cc1nc(CSc2ccc(C(=O)NC3CCCC(C(F)(F)F)C3)cc2)cs1 (configuration not stated)	3
Nc1ccccc1C1CC1	15
Cc1ccc(OCc2nc(-c3cc(C)nc4ccccc34)no2)c(C)c1	3

Reprinted at random: seven compounds from above, in no set order.
SMILES	LDHA inh
Nc1cc(=O)[nH]c(SCc2cccc(Br)c2)n1	-1
CC(NC(=O)Cc1cccs1)C1CCCO1 (configuration not stated)	12
O=C(/C=C/c1ccc(-c2cccc(Cl)c2)o1)c1cc(Cl)ccc1Cl	-3
CCCCOc1cccc(C(=O)Nc2ccc(OC)c3ncccc23)c1	44
CC(C)c1cccc(NC(=O)c2n[nH]c(=O)c3ccccc23)c1	9
CC(C)(C)C(=O)N1N=C(c2cccs2)CC1c1ccc2nccnc2c1 (configuration not stated)	-5
CCCC1CCC(C)CC1O (configuration not stated)	12

Next section
SMILES	LDHA inh
CC(=O)N1CCN(S(=O)(=O)c2ccc(C)c3ncccc23)CC1	10
COc1cccc2cc(C(=O)Nc3ccccc3Oc3ccccc3)c(=O)oc12	-19
O=C(NCCc1ccc(F)cc1)c1cc(=O)[nH]c2ccccc12	-1
COc1ccc(COc2ccc(C#N)cc2Cl)cc1F	-5
O=C(C1=C(OC(=O)c2ccco2)c2ccccc2S(=O)(=O)N1Cc1ccccc1)c1ccccc1	-1
CCCCCCCCCCS(=O)(=O)N/N=C/c1ccc2c(c1)OCO2	2
O=C(Nc1ccc2nc[nH]c(=O)c2c1)c1ccc(F)cc1Cl	0
N#Cc1ccccc1OC1=NS(=O)(=O)c2ccccc21	3
C/C(=N\OC(=O)c1ccc(F)cc1F)c1ccc(F)cc1F	5
O=C(Nc1ccccc1NS(=O)(=O)c1cccs1)c1ccc(Cl)cc1[N+](=O)[O-]	61
Cc1ccc(NS(=O)(=O)c2ccc3c(c2)-c2oncc2CO3)cc1C	-5
O=C(CCC1NC(=O)c2ccccc2NC1=O)NC1CCCCCCC1 (configuration not stated)	-16
Cc1ccc2[nH]cc(CCNC(=O)c3cccc(Cl)c3)c2c1	7
CC(=O)Nc1ccc(OCCS(C)(=O)=O)cc1	-1
CN(Cc1ccccc1)C(=O)Cn1c(=O)n(C)c2ccccc21	4
c1ccc(-c2cn3c4ccccc4n(CCN4CCCCC4)c3n2)cc1	13
N#Cc1ncn(CC(=O)Nc2cc(F)ccc2F)n1	-5
CCCCCn1nc(C(=O)N(Cc2ccc(F)cc2)C2CC2)c2ccccc2c1=O	8
Cc1cccc(CN2CCC(CNC(=O)Nc3cn(CC(C)C)c(=O)c4ccccc34)CC2)c1	14
CCN(CC)c1ccc(C=Nc2cc(C)cc(C)c2)cc1	5

(cont.)
SMILES	LDHA inh
Cc1cc2nc(COC(=O)c3cccc(NC(=O)c4cccc(Cl)c4)c3C)cc(=O)n2o1	-2
CC1CCC(NC(=O)c2cc(=O)c3ccccc3o2)CC1 (configuration not stated)	7
Cc1ccc(COC(=O)c2nnn(-c3ccccc3)c2C)c(C)c1	4
O=C(NCc1ccccc1F)C1(Cc2nc3ccccc3s2)CCCC1	1
O=C(CCc1ncc(-c2ccc(Cl)cc2)o1)NC1CCCC1	-3
CCCNc1c(NC(=O)Nc2ccc(OC)c(OC)c2)c(=O)oc2ccccc12	4
CC(C)(C)OC(=O)N1CCCN(C(c2ccnc3ccccc23)c2nnnn2-c2ccc3c(c2)OCCO3)CC1 (configuration not stated)	0
CCN(CC)C(=O)CSc1nc2cc(S(=O)(=O)N(C)C)ccc2o1	-2
Cn1c(=O)c2c(ncn2CC(=O)Nc2ccccc2Br)n(C)c1=O	-2
CCC(C)(C)C1CCC(NC(=O)Cc2cc(OC)c(OC)c(OC)c2)CC1 (configuration not stated)	5
O=C(NCC1CCCO1)c1ccccc1NS(=O)(=O)c1ccc2[nH]c(=O)[nH]c2c1 (configuration not stated)	0
COc1ccc(-n2nnnc2C(C)(C)Nc2ccc(C)cc2)cc1	10
O=C(O)c1cc(/C=C/c2csc(-c3ccccn3)n2)nc2cc(F)ccc12	8
COc1ccc(CCNC(=O)CCc2nc(CS(=O)(=O)c3ccc(Cl)cc3)no2)cc1OC	-1
C=C1C(=O)CC2=C1[C@](Cc1ccc(F)cc1)(C(=O)OC)N(C(=O)c1ccccc1)C2	-3
COCCCNC(=O)C[C@@H]1C[C@@]2(C(=O)OC)CCCCC=C2N(Cc2ccc(Cl)cc2Cl)C1=O	-1
COc1ccc(C2Nc3ccccc3C(=O)N2Cc2ccc(C(C)(C)C)cc2)cc1COc1ccc(NC(C)=O)cc1 (configuration not stated)	3
O/N=C/c1ccccc1Cl	6
CC(Sc1nc2ccc(F)cc2c(=O)[nH]1)C(=O)NC1CC1 (configuration not stated)	?
COc1ccc(-c2nc(CNC(=O)Nc3ccccc3Cl)c(C)o2)cc1	2

Entries from the list above that contain a tert-butyl group (four):
SMILES	LDHA inh
C/C(=N\OC(=O)c1cc(-c2ccc(C)c(C)c2)nc2ccccc12)C(C)(C)C	6
CC(C)(C)C(=O)N1N=C(c2cccs2)CC1c1ccc2nccnc2c1 (configuration not stated)	-5
CC(C)(C)OC(=O)N1CCCN(C(c2ccnc3ccccc23)c2nnnn2-c2ccc3c(c2)OCCO3)CC1 (configuration not stated)	0
COc1ccc(C2Nc3ccccc3C(=O)N2Cc2ccc(C(C)(C)C)cc2)cc1COc1ccc(NC(C)=O)cc1 (configuration not stated)	3

Next structures:
SMILES	LDHA inh
CCOc1cccc2c(C)nc(Nc3nc(-c4ccccc4)cc(=O)[nH]3)nc12	6
Cc1c(C(=O)NC2CCS(=O)(=O)C2)nnn1-c1ccccc1 (configuration not stated)	4
O=C(COC(=O)c1ccc2c(c1)NC(=O)CS2)NCc1cccs1	11
COC(=O)c1cccc(OCc2ccccc2C#N)c1	-18
COc1ccc(NC(=O)CCc2ncc(-c3ccc(Cl)cc3)o2)cc1	1
CCCn1nc(C(=O)NCC)c2ccccc2c1=O	-1
Cc1cccc(OCC(=O)N2CCC(NC(=O)c3ccccc3)CC2)c1	-1
CCc1ccc(NC(=S)Nc2ccc(C)c(S(=O)(=O)N(CC)CC)c2)cc1	14
CCOC(=O)c1[nH]c2c(c1C)/C(=N/O)CCC2	11
Cc1cc2nn(-c3ccccc3)nc2cc1NC(=O)c1ccc(Br)o1	-6
C/C=C/C=C/C(=O)NC(C)c1cc(F)ccc1F (configuration not stated)	-2
Cc1cccc(C(=O)N(Cc2ccco2)C2CC2)c1	5
O=C(Cn1nc(-c2cccs2)c2ccccc2c1=O)NCCc1ccc(Cl)cc1	5
CCn1nc(C(=O)OCC(=O)Nc2cc(C(F)(F)F)ccc2Cl)c2ccccc2c1=O	-2
Cc1cc(C)cc(OCC(=O)Nc2cccc(-c3nc4ccccc4o3)c2)c1	2
CCOc1cccc2cc(C(=O)Nc3ccccc3C(C)(C)C)c(=O)oc12	0
CONC(=O)c1cccc(C#N)c1	1
COc1ccc(CCNC(=O)C23CC4CC(CC(C4)C2)C3)cc1	1
Cc1ccc(S(=O)(=O)N2CCCC2)cc1C(=O)Nc1ccc(-c2nc3ccccc3[nH]2)cc1	-1
O=S(=O)(NCCc1ncc2ccccn12)c1ccccc1	7

Going on with the list:
SMILES	LDHA inh
CCCS(=O)(=O)N1CCN(Cc2cc(=O)n3nc(-c4ccc(Cl)cc4)sc3n2)CC1	0
CN(CC(=O)Nc1ccc2[nH]c(=O)[nH]c2c1)Cc1ccccc1N1CCCCC1	2
CN(Cc1ccccc1Br)c1cc(C(=O)N2CCOCC2)c2ccccc2n1	-20
Cc1ccc(Cn2c(CCCOc3ccc(Cl)cc3Cl)n[nH]c2=S)cc1	9
Cn1c(=O)c2nc(SCC(=O)N3CCOCC3)n(C)c2n(C)c1=O	-1
CCN1C(=O)COc2ccc(NC(=O)c3oc4cc(C)cc(C)c4c3C)cc21	12
O=C(CC1CCCCC1)NNC(=O)c1cccc(Cl)c1	-9
O=C(O)c1ccccc1SC(F)F	-4
CC(C)NC(=O)CSCc1coc(-c2ccc(Cl)cc2)n1	-9
COc1ccc(C(=O)N2N=C(c3ccccc3)CC2c2ccc3nccnc3c2)cc1 (configuration not stated)	-6

Some values from above.
LDHA inh result of `C/C(=N\OC(=O)c1cc(-c2ccc(C)c(C)c2)nc2ccccc12)C(C)(C)C` = 6
LDHA inh result of `CC(O)CNc1nc2c(c(=O)n(C)c(=O)n2C)n1Cc1ccccc1Br` (configuration not stated) = 10
LDHA inh result of `C/C=C/C=C/C(=O)NC(C)c1cc(F)ccc1F` (configuration not stated) = -2

This is a subset (hit frequency here may not be typical).
